High-throughput results as filed in PubChem.
M. tuberculosis – growth inhibition of non-replicating M. tuberculosis (AID 488890); Mycobacterium tuberculosis non-replicating, growth inhibition; higher % means a stronger effect; inhibition, % at 25 µM, or IC50 in µM where a hit was titrated; hit rate 0.39% among 320,000; in the data active = a potency from the dose series; inconclusive = inhibition mostly from about 82% at the one dose, without a potency; inactive = the rest, 99 in 100 with inhibition below about 76%;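 also: plate controls were DMSO cells for no effect and high antibiotic wells for full effect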
VEEV TC-83 Vero – inhibitors of VEEV TC-83 cytopathic effect, confirmation, Vero cells (AID 588727); hit rate 0.13% among 350,000; inhibition, % at 20 µM; hits with a dose series show IC50 in µM; Vero cells, VEEV TC-83 cytopathic effect inhibition; higher % means a stronger effect; in the data active = a potency from the dose series; inconclusive = inhibition mostly from about 14% at the one dose, without a potency; inactive = the rest, 99 in 100 with inhibition below about 12%; also: strong numbers were not always called active
Salmonella PhoP GFP – PhoP regulon inhibitors, Salmonella typhi PhoP promoter GFP reporter, confirmatory (AID 1850) | Salmonella Typhi PhoP-promoter GFP reporter, fluorescence, 4 h; higher % means a stronger effect | one-dose inhibition, % at 50 µM; IC50 in µM for titrated hits | hit rate 0.33% among 310,000; in the data active = a potency from the dose series; inconclusive = inhibition mostly from about 25% at the one dose, without a potency; inactive = the rest, 99 in 100 with inhibition below about 19%;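 also: 0% = induced wells with vehicle and 100% = uninduced wells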
H1N1 NS1A inhibition – H1N1 influenza NS1A inhibitors, functional cell based assay (AID 504329); NS1A functional cell-based assay, percent inhibition; higher % means a stronger effect; inhibition, % at 12.5 µM, or IC50 in µM where a hit was titrated; hit rate 0.3% among 340,000; in the data active = a potency from the dose series; inconclusive = inhibition above about 27% without an active follow-up result; also: strong numbers were not always called active
M. tuberculosis HTS – M. tuberculosis growth inhibition, HTS (AID 449762); M. tuberculosis H37Rv growth inhibition, 7H9 media; higher % means a stronger effect; one-dose inhibition, % at 25 µM; IC50 in µM for titrated hits; hit rate 0.59% among 330,000; in the data active = a potency from the dose series; inconclusive = inhibition above about 70% without an active follow-up result;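 also: bacterial growth assessed after seven days of incubation; strong numbers were not always called active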
VEEV TC-83 Vero 10K pilot screen – second read-out of VEEV TC-83 Vero, no call of its own (marks repeat the call); inhibition, %; measured here: 10K pilot screen inhibition
Starred values were filed as active, the others as inactive; i = inactive; ? = inconclusive; nt = no result given. Not a hit list; 1.4% or so of the library scored in one or more.

SMILES	M. tuberculosis	VEEV TC-83 Vero	Salmonella PhoP GFP	H1N1 NS1A inhibition	M. tuberculosis HTS	others
CC(=O)c1cccc(OCc2cc(C(=O)N(C)CCC3CCOCC3)no2)c1	19%	4.7%	7%	-2%	4%
CC(C)C(=O)Nc1ccc2c(c1)C(=O)NC2=O	-8%	0.1%	6%	-4%	-2%
CCOC(=O)C(CCc1ccccn1)c1ccccc1 (configuration not stated)	nt	i	nt	0%	nt
COC(=O)c1cc(S(=O)(=O)NCc2ccccc2)c[nH]1	-3%	1.6%	-11%	-7%	2%
O=C(Nc1cc(C(F)(F)F)ccc1Cl)c1ccc(NC(=O)C(F)(F)F)cc1	16%	0.8%	-1%	-10%	6%
O=C1CSC(=S)N1c1ccc(O)cc1	5%	1.9%	2%	1%	6%
O=[N+]([O-])c1cc(-c2csc(NC(CO)c3nc4ccccc4n3CCOCCO)n2)ccc1Cl (configuration not stated)	24%	3.0%	-17%	19%	2%
O=C(NCC(=O)N1CC(O)CC1C(=O)N1CC(O)CC1C(=O)OCc1ccccc1)OCc1ccccc1 (configuration not stated)	-1%	4.7%	-11%	-3%	-18%
COc1ccc(C(=O)Nc2cc(C(=O)c3ccccc3)c(C)oc2=O)cc1	?	3.9%	3%	2%	0%
COC(=O)c1ccccc1NC(=O)N1CCN(S(=O)(=O)c2ccc(Cl)cc2)CC1	0%	0.8%	4%	6%	-12%	VEEV TC-83 Vero 10K pilot screen=2.1
COc1ccc(CNc2nc3c(c(=O)n(Cc4ccc(F)cc4)c(=O)n3C)n2C)cc1	36%	i	6%	7%	5%
O=C(O)c1cc(S(=O)(=O)NCCOc2ccccc2)ccc1Cl	3%	1.4%	nt	-10%	-1%
COC(=O)c1ccc(S(=O)(=O)N2CCN(CCO)CC2)n1C	2%	i	-5%	-12%	5%
Cc1cc(Cl)c(OCCOCCN2CCCCC2)c(Br)c1	-8%	0.6%	3%	18%	8%
CCc1ccc(C=NC23CN4CN(CN(C4)C2)C3)s1	-8%	i	-8%	21%	0%
O=C(O)COc1c(-c2ccccc2)oc2ccccc2c1=O	28%	1.4%	1%	3%	-1%
CN(C)C(CNC(=O)c1ccc2nccnc2c1)c1ccco1 (configuration not stated)	10%	i	nt	2%	2%
Nc1nc(SCC(=O)Nc2ccc(Cl)c([N+](=O)[O-])c2)n[nH]1	5%	9.0%	nt	-2%	-4%
CC(=O)NC1C(Oc2ccc3c(C)cc(=O)oc3c2)OC(COC(C)=O)C(OC(C)=O)C1OC(C)=O (configuration not stated)	-4%	0.3%	-3%	-3%	2%
c1ccc(-n2nnnc2-c2cnc(-c3ccncc3)nc2-c2cccs2)cc1	15%	6.0%	-5%	7%	-4%
O=C(CNC(=S)N(CCCN1CCOCC1)Cc1cccs1)NC1CC1	4%	0.1%	-2%	20%	-2%	VEEV TC-83 Vero 10K pilot screen=0.1
Cc1cc2nnc(SCC(=O)N3CCCCC3)n2c(N)n1	-1%	1.3%	-12%	1%	-3%
Cc1ccc2c(c1)N(C(=O)CCC(=O)N1CCC(C(N)=O)CC1)CC(C)O2 (configuration not stated)	-8%	0.8%	5%	0%	-7%
Cc1ccc(-n2[nH]c(C)c(/C=N/NC(=O)c3ccc([N+](=O)[O-])cc3)c2=O)c(C)c1	76%	nt	-4%	nt	?
CCS(=O)(=O)c1nc(S(=O)(=O)c2ccc(C)cc2)c(N2CCCC2)s1	8%	3.3%	-11%	0%	-2%
O=P(OC1CCCCC1)(OC1CCCCC1)C(O)c1cccnc1 (configuration not stated)	-1%	i	0%	-2%	-7%
O=C(/C=C/c1ccc2c(c1)OCO2)c1ccc[nH]1	24%	3.1%	-5%	16%	-6%
CCOC(=O)c1c(O)c2cccc3c2n(c1=O)CC3	7%	2.3%	1%	1%	9%
O=C(Cn1c(NCCO)nc2ccccc21)c1ccccc1	2%	i	-7%	10%	-10%
COC(=O)CC1=C(C(=O)OC)C(c2ccc3c(c2Cl)OCO3)C(C#N)=C(N)O1 (configuration not stated)	7%	i	-3%	-1%	-7%

Of the compounds above, these contain fluorine:
SMILES	M. tuberculosis	VEEV TC-83 Vero	Salmonella PhoP GFP	H1N1 NS1A inhibition	M. tuberculosis HTS	others
O=C(Nc1cc(C(F)(F)F)ccc1Cl)c1ccc(NC(=O)C(F)(F)F)cc1	16%	0.8%	-1%	-10%	6%
COc1ccc(CNc2nc3c(c(=O)n(Cc4ccc(F)cc4)c(=O)n3C)n2C)cc1	36%	i	6%	7%	5%

Looked up by structure from the entries so far:
SMILES	M. tuberculosis	VEEV TC-83 Vero	Salmonella PhoP GFP	H1N1 NS1A inhibition	M. tuberculosis HTS	others
O=C(O)COc1c(-c2ccccc2)oc2ccccc2c1=O	28%	1.4%	1%	3%	-1%
O=C(O)c1cc(S(=O)(=O)NCCOc2ccccc2)ccc1Cl	3%	1.4%	nt	-10%	-1%
COc1ccc(C(=O)Nc2cc(C(=O)c3ccccc3)c(C)oc2=O)cc1	?	3.9%	3%	2%	0%

New compounds follow:
SMILES	M. tuberculosis	VEEV TC-83 Vero	Salmonella PhoP GFP	H1N1 NS1A inhibition	M. tuberculosis HTS	others
CSc1ccccc1NC(=O)c1ccncc1	10%	4.2%	5%	-8%	2%
c1cn(CCCNc2ncnc3nc[nH]c23)cn1	nt	0.8%	nt	6%	0%
COc1ccc(CCn2c(=N)c(C(=O)NCC3CCCO3)cc3c(=O)n4cccc(C)c4nc32)cc1 (configuration not stated)	13%	9.8%	12%	-2%	12%
COCCNC(=O)C(C#N)c1nc2ccccc2nc1N1CCCCCC1 (configuration not stated)	27%	7.3%	-2%	14%	?
O=C(COC(=O)c1ccccn1)c1cccc(Br)c1	40%	1.4%	-1%	26µM*	0%
NC(=O)[C@H]1CC2(CC(c3cccc(NC(=O)CC(c4ccccc4)c4ccccc4)c3)=NO2)CN1C(=O)CC(c1ccccc1)c1ccccc1 (some centres not stated)	71%	0.4%	7%	-8%	?
O=C(COC(=O)c1cc([N+](=O)[O-])ccc1N1CCOCC1)Nc1cc(F)ccc1F	15%	7.9%	3%	-4%	?
CCOC(=O)COc1ccc2c(=O)c(-c3ccc(OC)c(OC)c3)c(C(=O)OCC)oc2c1	?	i	2%	8%	?
Cn1cnc2c1c(=O)n(Cc1ccc(F)cc1Cl)c(=O)n2C	13%	0.6%	8%	17%	-1%	VEEV TC-83 Vero 10K pilot screen=4.4
COc1ccc(NC(=O)c2cc(-c3ccccc3OC)on2)cc1	-3%	0.3%	-10%	-2%	-8%
CCOC(=O)C1(Cc2cccc(OC)c2)CCCN(C(=O)CCc2cccnc2)C1 (configuration not stated)	-9%	0.7%	-13%	4%	-6%
COc1ccc(CC(C)Nc2cccc(F)c2)cc1 (configuration not stated)	19%	1.4%	7%	0%	6%
O=C(Nc1cccc(-c2cnc3ccccc3n2)c1)c1cccc(NC(=O)c2ccco2)c1	18%	0.4%	18%	-28%	14%
COC(=O)[C@H](CCSC)NC(=O)Nc1cc(OC)cc(OC)c1	-5%	1.6%	0%	1%	5%
CN(C)C(=O)NCc1ccc(S(N)(=O)=O)cc1	-7%	i	-4%	-4%	-2%
O=C(CN(c1ccc2c(c1)OCCO2)S(=O)(=O)c1ccccc1)NCc1ccc(Cl)cc1	17%	4.8%	-7%	-9%	-1%
COc1ccc2oc(C(=O)OCC(=O)/C(C#N)=C(\C)N)c(C)c2c1	7%	i	2%	5%	4%
COc1ccccc1Nc1nn2c(=O)c3ccc(C(=O)NCc4cccnc4)cc3nc2s1	-6%	0.5%	-6%	-1%	1%
CCc1ccc(NC(=O)CSc2nnc(-c3cnccn3)n2Cc2ccco2)cc1	6%	2.0%	0%	-8%	-9%
O=C(Cn1[nH]c(=O)c2ccccc2c1=O)OCC(=O)c1ccccc1	-2%	2.5%	nt	-10%	-6%
C=C(C)C(=O)Oc1ccc(N2C(=O)CCC2=O)cc1	-3%	0.5%	0%	-10%	8%
CCS(=O)(=O)N1Cc2ccccc2CC1C(=O)Nc1ccc(NC(C)=O)cc1 (configuration not stated)	12%	2.5%	9%	-15%	5%
CC(=O)c1ccc(-n2ccc(=O)cc2)cc1	-8%	0.5%	6%	1%	-1%
C[C@@H]1NC(=O)c2cc([N+](=O)[O-])cc(I)c2OCC[C@@H](C(N)=O)NC(=O)[C@H](CCCCN)NC1=O	-3%	2.2%	10%	4%	-4%
CC(C)(C)OC(=O)N(Cc1ccccc1)Cc1ccccc1OCc1cccc(NC(=O)c2ccccc2)c1	nt	i	nt	-17%	nt
CC1CCN(C(=O)c2ccc(S(=O)(=O)Cc3cc(F)ccc3F)c([N+](=O)[O-])c2)CC1	74%	12%	-5%	4%	8%
CC(NC(=O)COC(=O)c1cccc(S(=O)(=O)N2CCCC2)c1)c1ccccc1 (configuration not stated)	6%	i	nt	2%	-6%
Cc1nn(Cc2ccc([N+](=O)[O-])cc2)c(=O)n1-c1ccccc1Cl	-13%	0.2%	3%	0%	6%
COc1ccc(NC(=O)Nc2cnccn2)cc1OC	0%	6.5%	-9%	-8%	5%
COc1cc(C2Nc3ccccc3NC3=C2C(=O)CC(C)(C)C3)cc(OC)c1OC (configuration not stated)	7%	1.6%	-8%	-2%	-1%
COC(=O)c1ccccc1NC(=O)c1ccc(Cn2cc(Cl)cn2)o1	-13%	i	-12%	2%	-5%
Cc1ccc(Cc2nnc(SCC(=O)Nc3ccccc3C)[nH]c2=O)cc1	40%	5.4%	-2%	-10%	4%
CC(O)C(NS(=O)(=O)c1ccc(Cl)cc1)C(=O)OCc1nnc(-c2ccccc2)o1 (configuration not stated)	-13%	0.3%	-3%	-4%	4%
Cc1ccc(C)c(NC(=O)COC(=O)c2cccc(S(=O)(=O)N3CCCCC3)c2)c1	-1%	3.6%	-1%	-10%	1%
CCOC(=O)c1cnc(/N=C/N(C)C)s1	5%	0.3%	-3%	-8%	-2%
Nc1cnn(-c2ccccc2)c(=O)c1Cl	-7%	1.4%	-4%	-1%	5%
CCc1nnc(NC(=O)CSc2ccc(-c3ccco3)nn2)s1	49%	i	8%	-3%	1%
COc1ccc(N2C(=O)NC(=O)/C(=C\c3ccccc3[N+](=O)[O-])C2=O)cc1	36%	1.3%	-8%	-2%	8%
COc1ccc(OCC(=O)N2CCN(C/C=C/c3ccccc3)CC2)cc1	31%	0.3%	-2%	8%	0%
CCc1c(C)c2ccc(OC(C)C(=O)NC(Cc3c[nH]c4ccc(O)cc34)C(=O)O)c(C)c2oc1=O (configuration not stated)	-11%	0.3%	1%	2%	-15%
CC(C)C(OC(=O)c1cccs1)C(=O)NCc1cccs1 (configuration not stated)	6%	i	-6%	3%	-3%
CN(C)CCCSc1nc(-c2ccccc2)nc2c1CCC2	16%	i	26%	8%	-2%
CCOC(=O)Cc1csc(NC(=O)C(NC(=O)C2CCC(C)CC2)C(C)C)n1 (configuration not stated)	-1%	i	-17%	-29%	-3%
Cn1nnnc1SCC(=O)NC1CCCCC1	-9%	5.1%	-1%	10%	-6%
O=C(c1cc([N+](=O)[O-])ccc1Cl)N1CCN(Cc2ccc3c(c2)OCO3)CC1	-2%	4.5%	7%	-4%	-7%
Cc1ccc(OCc2ccc(C(=O)Nc3nccs3)o2)cc1	45%	i	1%	-16%	-9%
COc1ccc(C2(C)NC(=O)N(CC(=O)Nc3ccc(S(=O)(=O)N4CCCC4)cc3)C2=O)cc1 (configuration not stated)	20%	8.6%	12%	0%	0%
COc1cccc(C2C(C(=O)Nc3ccc(C)cc3C)=C(C)Nc3ncnn32)c1OC (configuration not stated)	7%	0.4%	-3%	0%	-1%
CCOC(=O)c1ccc(NC(=O)CSc2nc3c(c(=O)n2-c2ccccc2OC)SCC3)cc1	19%	5.7%	-8%	5%	2%
COc1ccc(Cl)cc1N/C(N)=N/c1nc(C)cc(=O)[nH]1	-2%	0.7%	6%	1%	11%

Further records:
SMILES	M. tuberculosis	VEEV TC-83 Vero	Salmonella PhoP GFP	H1N1 NS1A inhibition	M. tuberculosis HTS	others
CC(=O)Oc1ccccc1C(=O)NC(C)CCc1ccccc1 (configuration not stated)	72%	0.3%	-10%	-1%	2%
COc1ccc(NC(=O)c2ccccc2N(Cc2ccccc2)S(C)(=O)=O)cc1OC	-2%	i	-16%	-18%	3%
COc1ccc(C(C)(C)C)cc1NC(=O)CCNC(=O)c1ccco1	9%	i	7%	8%	3%
Cc1ccc(Cn2c(N3CCCCCC3)nc3c2c(=O)[nH]c(=O)n3C)cc1	7%	2.3%	-5%	0%	-4%
